Screening results as filed in PubChem BioAssay.
EPAC2 agonist: qHTS for Agonist of cAMP-regulated guanine nucleotide exchange factor 4 (EPAC2): primary screen; AID 720711, 2013; 360,000 compounds, 0.079% hits; Potency, µM (titrated, usually from 154 µM), for the others: at the top dose activation, usual class: activators; Rap guanine nucleotide exchange factor 4 (Homo sapiens), Q8WZA2; EPAC2 activation, biochemical qHTS; response scale: 100% = 6.5 mM cAMP response; further: potency means the concentration at half of the fitted maximal effect; nearly all actives have a fitted effect of over 50% in size
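In this primary screen, activation is scored as increased exchange of BODIPY-GDP from Rap1B by 100 nM EPAC2, with 50 uM GDP as competitor. Signal is normalized to the 6.5 mM cAMP agonist control.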
aSyn yeast inh: qHTS of alpha-syn Inhibitors | Yeast expressing alpha-synuclein, growth rescue, BacTiter-Glo, 24 h | Potency, µM (highest dose often 46.1 µM), for inactives: top-dose growth rescue (activation), usual class: activators | 370,000 compounds, 0.14% hits; further: potency means the concentration at half of the fitted maximal effect; % of control where 0% means no effect; nearly all actives have a fitted effect of over 65% in size
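Rescue of yeast growth: cells expressing toxic alpha-synuclein, induced in galactose at OD600 0.02, incubated with compound 24 h at 30 C. ATP luminescence quantified growth; inhibitors of toxicity appear as activators.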
EPAC2 antagonist: qHTS for Antagonist of cAMP-regulated guanine nucleotide exchange factor 2 (EPAC2): primary screen | Rap guanine nucleotide exchange factor 4 (Homo sapiens), Q8WZA2 | EPAC2 GEF exchange of Rap1B-BODIPY-GDP, fluorescence | Potency, µM (titrated, usually from 114 µM), inactives show top-dose activity, negative = inhibition, most hits filed as inhibitors | 360,000 compounds, 0.18% hits; further: potency means the concentration at half of the fitted maximal effect; on the % scale 0 is the no-effect control and ±100 the full control effect; nearly all actives have a fitted effect of over 45% in size; many of its hits are not listed in these tables
DRD3 antagonist: qHTS of D3 Dopamine Receptor Antagonist: qHTS | max response, negative = inhibition, % | D(3) dopamine receptor (Homo sapiens), P35462 | 360,000 compounds, 2.5% hits | D3R cells, DiscoveRx beta-arrestin luminescence, antagonist mode; stronger effect = lower value; in the data active means max response below about -50%; inconclusive means no clear call, values can overlap the other calls; further: on the % scale 0 is the no-effect control and ±100 the full control effect; mostly tested at two doses, the higher about 12 µM
Target sequence (P35462 whole entry, looked up): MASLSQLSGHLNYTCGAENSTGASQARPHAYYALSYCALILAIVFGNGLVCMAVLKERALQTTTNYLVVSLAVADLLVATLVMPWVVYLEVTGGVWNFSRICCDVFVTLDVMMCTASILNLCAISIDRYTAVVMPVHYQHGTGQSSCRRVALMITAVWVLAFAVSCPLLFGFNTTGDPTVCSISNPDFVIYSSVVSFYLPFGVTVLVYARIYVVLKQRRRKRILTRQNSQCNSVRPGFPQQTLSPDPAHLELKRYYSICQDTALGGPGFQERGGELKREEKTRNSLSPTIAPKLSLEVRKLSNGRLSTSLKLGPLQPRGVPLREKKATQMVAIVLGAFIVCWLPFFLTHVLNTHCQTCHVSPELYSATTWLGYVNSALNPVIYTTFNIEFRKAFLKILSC
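Cells plated overnight at 1500 cells/well, then exposed to library compounds with dopamine controls for 90 minutes at 37 degrees C. DiscoveRx reagent added for 30–60 minutes at room temperature; luminescence read, quantitative HTS format.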
DRD3 agonist: qHTS of D3 Dopamine Receptor Agonist: qHTS. D3R DiscoveRx beta-arrestin cells, luminescence, 90 min. max activation, %. 410,000 compounds, 0.58% hits; in the data active means max activation above about 30%; further: 0% is about no effect; mostly tested at two doses, the higher about 12 µM
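Agonist mode: compounds and dopamine controls were applied to plated cells for 90 min at 37 degrees C after an overnight attachment at 1500 cells/well. Luminescent read-out followed 30 - 60 minutes at room temperature with DiscoveRx detection reagent.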
FUS yeast rescue: qHTS for Suppressors of FUS Proteinopathy: Primary screen using FUS-linked yeast assay; 390,000 compounds, 0.24% hits; Potency, µM (doses to about 76.6 µM), for inactives: at the highest dose growth rescue (activation), most hits filed as activators; S. cerevisiae FUS-expressing, growth rescue, OD600, 24 h;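 further: potency means the concentration at half of the fitted maximal effect; plate controls were DMSO vehicle for no effect and reference control for full effect; nearly all actives have a fitted effect of over 55% in size; some results filed as inactive show a strong effect at the top dose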
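Restored growth of FUS-toxic S. cerevisiae, read as 600 nm absorbance after 24 h at 30C in galactose medium (starting OD 0.005). Controls CP55940 and DMSO.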
TDP43 rescue: qHTS of TDP-43 Inhibitors. TDP-43 expressing yeast growth rescue, BacTiter-Glo, 24 h. 410,000 compounds, 1.8% hits. Potency, µM (doses to about 46.1 µM), for the others: at the highest dose growth rescue (activation), most hits filed as activators. AID 652104, 2013; further: potency means the concentration at half of the fitted maximal effect; % of control where 0% means no effect; nearly all actives have a fitted effect of over 50% in size
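Growth rescue of TDP-43-toxic yeast measured as ATP luminescence (BacTiter-Glo). Cells grown to mid-log in raffinose, induced in galactose at OD600=0.02, exposed to compound 24 hr at 30 deg C.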
Abeta yeast res: qHTS for compounds that reverse cellular toxicity of Amyloid beta (A-beta) peptide in yeast: Primary Screen | 410,000 compounds, 0.063% hits | yeast expressing A-beta42, growth rescue, OD600, 48 h; response scale: 0% DMSO, 100% iron-clioquinol control | Potency, µM (series often up to 46.1 µM), without a hit: at the top dose growth rescue, most hits filed as activators | AID 1347071, 2019; further: potency means the concentration at half of the fitted maximal effect; nearly all actives have a fitted effect of over 55% in size
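Growth rescue measured by 600 nm absorbance after 48 h yeast culture at 30 C with compound. Values normalized between DMSO and an equimolar ferric chloride plus clioquinol control.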
* marks the source's active call; other numbers are inactive results; ? = inconclusive; nt = not tested or not shown; [ ] = dose if it differs, or a comment. Unless noted, the call rests on the fitted dose curve; in most records, active means well fitted curve in the direction sought with a large enough effect; inconclusive means small, poorly fitted or top-dose-only effect, or another doubt; inactive means no such curve, though single readings can be large; an effect the other way counts as inactive or inconclusive. The list is partial (hit frequency here may not be typical).

SMILES	EPAC2 agonist	aSyn yeast inh	EPAC2 antagonist	DRD3 antagonist	DRD3 agonist	FUS yeast rescue	TDP43 rescue	Abeta yeast res
Cc1ccc(NC(=O)CCn2nc(C)cc2C)c(C)c1	-7%	-11%	2%	18	-2	-19%	-1%	0%
CCOC(=O)[C@]12CCCC=C1N(Cc1ccco1)C(=O)[C@H](CC(=O)NCCCN1CCCC1=O)C2	-2%	-11%	4%	32	1	3%	14%	-2%
CN(CCc1ccccn1)C(=O)CCC1CCCN(C(=O)c2c3c(nn2C)CCCC3)C1 (stereo unspecified)	-3%	-1%	8%	2	6	9%	-7%	-9%
CC(C)C12NC(=O)NC(=O)N1CCS2 (stereo unspecified)	13%	-3%	-11%	-14	3	nt	-4%	-10%
O=C(COc1ccccc1)NCC(c1ccco1)N1CCN(c2ccccc2)CC1 (stereo unspecified)	18%	-9%	-4%	-7	0	10%	-12%	8%
COc1ccc(/C=N/OCC(=O)N=Nc2c(O)[nH]c3ccc(Br)cc23)cc1	5%	-4%	-8%	-21	-1	41%	1%[9.22 µM]	-7%
Cc1cccc(NC(=O)NC(C)C(c2ccccc2)N2CCN(C)CC2)c1 (stereo unspecified)	2%	-1%	-1%	-11	2	9%	1%	25%
Cc1ccc(S(=O)(=O)N2CCN(C(=O)COC(=O)/C=C/c3cccc(Cl)c3)CC2)c(C)c1	4%	-2%	13%	-13	-17	6%	8%	-11%
Cc1ccc(NC(=O)C(=O)NCC(c2cccnc2)N2CCN(C)CC2)cc1C (stereo unspecified)	nt	nt	nt	nt	2	-1%	-4%	-13%
Cc1cccc(C)c1NC(=S)N(CCN(C)C)C(C)c1cccnc1 (stereo unspecified)	-5%	-2%	-26%	-11	1	24%	-2%[9.22 µM]	-13%
CC1CCc2sc(C(=O)NCCCn3ccnc3)cc2C1 (stereo unspecified)	17%	-3%	-4%	-16	-11	5%	9%	11%
O=S(=O)([O-])CCC[N+]1(CC#Cc2ccccc2)CCCCC1	-3%	8%	15%	10	1	-10%	2%	-4%
COc1ccccc1CCNC(=O)CCCn1nc(C)c2c(C)n(-c3ccc(C)cc3)nc2c1=O	3%	-1%	-2%	-18	-8	13%	7%	nt
Cc1ccc(-n2ncc3c2CCCC3NC(=O)CCN2CCCC2=O)cc1C (stereo unspecified)	0%	5%	-4%	19	4	12%	11%	9%
COC(=O)CCCNS(=O)(=O)c1ccc2ccccc2c1	6%	-10%	13%	-5	-6	-5%	9%	19%
Cc1cc(C)n(-c2ncc3c(n2)N(C)CCOC3=O)n1	8%	0%	-3%	-9	-5	-23%	10%	-3%
Cc1cc(N2CCCC2)nc2ccc(NC(=S)NCCCOC(C)C)cc12	5%	0%	0%	3	-6	18%	21%	-6%
CCN1C(=O)c2ccccc2S(=O)c2ccc(C(=O)N3CCN(c4cccc(C)c4)C(C)C3)cc21 (stereo unspecified)	nt	nt	nt	nt	2	?	-13%	-8%
COc1ccc(N(C(=O)c2ccc(Br)o2)C2C=CS(=O)(=O)C2)cc1 (stereo unspecified)	5%	1%	4%	17	10	-1%	-8%	14%
Cn1c(N)c(S(=O)(=O)NCc2ccc(Cl)cc2)c(=O)n(C)c1=O	11%	1%	4%	7	4	-5%	-10%	-1%
NC(CSS(=O)(=O)O)=NCCC12CC3CC(CC(O)(C3)C1)C2	-4%	0%	-1%	-21	1	2%	-6%	-3%
Cc1noc(C)c1S(=O)(=O)Nc1ccccc1Oc1ccccc1	11%	0%	-16%	-12	-13	4%	3%	-13%
Clc1ccccc1-c1nn2c(-c3ccncc3)nnc2s1	8%	-14%	4%	11	-3	16%	16%	-15%
COc1ccccc1CP(=O)(c1ccccc1)c1ccccc1	-7%	-7%	-4%	13	7	nt	0%	-7%
CC(C(=O)Nc1ccccc1C(F)(F)F)n1nnc2sc3c(c2c1=O)CCCC3 (stereo unspecified)	nt	nt	nt	nt	-4	0%	26%	7%
CN(C)c1cc[n+](/C(C(=S)Nc2ccc(SC(F)F)cc2)=C(/[O-])c2ccccc2)cc1	7%	3%	-2%	-14	-4	24%	15%	13%
CN(C)Cc1cccc([N+](=O)[O-])c1O	1%	2%	16%	1	4	-25%	-9%	11%
COc1ccc(COC(=O)N/N=C/c2cccs2)cc1	15%	-19%	8%	1	4	-12%	0%	-11%
Cn1c(N2CCN(C(=O)Nc3ccc(C(F)(F)F)cc3)CC2)nc2ccccc21	-3%	0%	-1%	10	-12	-9%	2%	2%
CC(C)(C)OC(=O)C[C@H]1C/C=C\C[C@H](CC(=O)NCCO)C(=O)N2CCC[C@@H]2COC1=O	3%	-5%	16%	0	4	-22%	21%	-10%
CCOCCCNC(=S)NCCNc1nc2c(C)cccc2cc1C#N	7%	13%	5%	-27	-11	0%	12%	-1%
CCc1nnc(NC(=O)c2c(OC)cccc2OC)s1	8%	-4%	4%	21	4	20%	-2%	11%
Cc1ccc(NC(=O)CN2CCC3(O)CCCCC3C2c2ccc3c(c2)OCO3)c(C)c1 (stereo unspecified)	17%	-6%	-4%	10	-9	33%	-1%	-1%
CCn1nc(C)c(/C=N/NC(=O)c2c[nH]c3ccccc23)c1C	-7%	2%	11%	16	1	3%	16%	-8%
CCNC(=O)CC1C(=O)N(c2ccc(OC)cc2)C(=O)N1CCOC (stereo unspecified)	4%	1%	-5%	10	0	-25%	15%	4%
CCCC(C)n1[nH]c(=O)c2c(C)cc(C)nc21 (stereo unspecified)	16%	-1%	6%	-2	12	-16%	11%	11%
CC(=O)Nc1ccccc1-c1nc2cc(C#N)c(C#N)cc2[nH]c1=O	0%	1%	4%	?	0	-19%	5%	-14%
CCN(CC)C(=O)Cn1c(=O)n(CCCCCC(=O)NCc2ccc(C)cc2)c(=O)c2sccc21	nt	nt	nt	nt	9	-24%	22%	-5%
CCOC(=O)C1CCN(c2c(NCc3ccc(C(=O)NC4CCCC4)cc3)c(=O)c2=O)CC1	10%	0%	-9%	-11	-7	-9%	16%	-2%
O=[N+]([O-])c1ccc2[nH]c(O)c(N=NC(=S)Nc3cccnc3)c2c1	13%	-8%	-1%	?	-3	10%	10µM*	26%
CNS(=O)(=O)c1cc(C(=O)OCC(=O)NC2CCCc3ccccc32)ccc1Cl (stereo unspecified)	13%	2%	14%	?	-11	nt	-15%	-14%
CCc1ccc(S(=O)(=O)N2CCN(c3ccccc3OC)CC2)cc1	-1%	2%	-3%	-10	-3	19%	-3%	22%
Cn1nc(C(=O)Nc2ccc(Cl)cc2)cc1C(=O)Nc1ccc(Cl)cc1	4%	-2%	5%	-12	1	-36%	15%	-2%
CN(C)C(=S)c1ccc2ccccc2n1	1%	4%	1%	-8	0	3%	9%	-11%
CCNS(=O)(=O)c1ccc(CCC(=O)Nc2ccc(C(=O)OC)cc2)cc1	3%	2%	3%	-2	-23	10%	-10%	5%
COc1ccccc1OCCn1c(SCC(N)=O)nc2ccccc21	4%	7%	11%	13	-1	7%	10%	-9%
CCN(CC)CCCN(Cc1cc2cc(OC)ccc2[nH]c1=O)C(=O)Nc1ccccc1	5%	-3%	0%	-2	-5	24%	-2%	-2%
CCOc1ccc(NC(=O)CSc2nc3ccsc3c(=O)n2C(C)CC)cc1 (stereo unspecified)	nt	nt	nt	nt	5	-5%	17%	4%
COc1cccc(N2CCN(C(=O)c3cccn3-c3nnc(N4CCCC4)s3)CC2)c1	nt	nt	nt	nt	0	32%	-6%	-6%
COc1cc(C(=O)Nc2ccc(S(=O)(=O)Nc3cc(C)on3)cc2)cc(OC)c1OC	13%	0%	-9%[57.1 µM]	?	-1	-6%	-8%	0%

10 compounds from above, ordered by heavy-atom count, lowest first.
SMILES	EPAC2 agonist	aSyn yeast inh	EPAC2 antagonist	DRD3 antagonist	DRD3 agonist	FUS yeast rescue	TDP43 rescue	Abeta yeast res
CN(C)C(=S)c1ccc2ccccc2n1	1%	4%	1%	-8	0	3%	9%	-11%
CCc1ccc(S(=O)(=O)N2CCN(c3ccccc3OC)CC2)cc1	-1%	2%	-3%	-10	-3	19%	-3%	22%
Cn1nc(C(=O)Nc2ccc(Cl)cc2)cc1C(=O)Nc1ccc(Cl)cc1	4%	-2%	5%	-12	1	-36%	15%	-2%
CCNS(=O)(=O)c1ccc(CCC(=O)Nc2ccc(C(=O)OC)cc2)cc1	3%	2%	3%	-2	-23	10%	-10%	5%
CCOc1ccc(NC(=O)CSc2nc3ccsc3c(=O)n2C(C)CC)cc1 (stereo unspecified)	nt	nt	nt	nt	5	-5%	17%	4%
CNS(=O)(=O)c1cc(C(=O)OCC(=O)NC2CCCc3ccccc32)ccc1Cl (stereo unspecified)	13%	2%	14%	?	-11	nt	-15%	-14%
COc1cc(C(=O)Nc2ccc(S(=O)(=O)Nc3cc(C)on3)cc2)cc(OC)c1OC	13%	0%	-9%[57.1 µM]	?	-1	-6%	-8%	0%
CCN(CC)CCCN(Cc1cc2cc(OC)ccc2[nH]c1=O)C(=O)Nc1ccccc1	5%	-3%	0%	-2	-5	24%	-2%	-2%
CCOC(=O)C1CCN(c2c(NCc3ccc(C(=O)NC4CCCC4)cc3)c(=O)c2=O)CC1	10%	0%	-9%	-11	-7	-9%	16%	-2%
CCN(CC)C(=O)Cn1c(=O)n(CCCCCC(=O)NCc2ccc(C)cc2)c(=O)c2sccc21	nt	nt	nt	nt	9	-24%	22%	-5%
